Compound activity from PubChem.
MsrA act: activates bovine MsrA enzyme | purified bovine MsrA, absorbance read-out | activation, % at 10.6 µM | actives 0.3% (n = 360,000) | AID 602163; in the data active = activation above about 7.5%;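 also: 0% = vehicle and 100% = reference activator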
LMPTP inh: blocks human LMPTP phosphatase; P24666; recombinant LMPTP-A, OMFP fluorogenic substrate, fluorescence intensity; inhibition, % at 20 µM; actives 0.22% (n = 360,000); AID 651560;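 active = compounds that cut the enzyme signal by at least half of the control window in the single-dose screen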;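 also: plate controls were DMSO wells with enzyme plus substrate for no effect and substrate without enzyme for full effect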
Target sequence (P24666 whole entry, looked up): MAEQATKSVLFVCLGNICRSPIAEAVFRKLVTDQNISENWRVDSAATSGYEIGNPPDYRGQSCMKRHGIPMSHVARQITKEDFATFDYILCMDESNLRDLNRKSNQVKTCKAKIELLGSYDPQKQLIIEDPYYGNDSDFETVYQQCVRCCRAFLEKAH
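Assay system: LMPTP-A enzyme. Input: 0.625 nM LMPTP-A final. Probe or stimulus: 400 µM OMFP. Compound dosing: single 20 µM dose. Schedule: 50 min dark incubation at room temperature. Detection: fluorescence intensity of OMFP turnover product. Read-out: percent inhibition versus substrate-only and uninhibited controls. Benchmarks: no-enzyme low control, uninhibited high control.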
MsrA inhibitor: inhibits bovine methionine sulfoxide reductase A. purified bovine MsrA, absorbance read-out. inhibition, % at 15.5 µM. actives 0.75% (n = 360,000); in the data active = inhibition above about 4.5%;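 also: 0% = vehicle wells with enzyme and 100% = reference inhibitor wells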
eLon inh: inhibits E. coli Lon protease | P0A9M0 | purified E. coli Lon protease, fluorescence polarization | inhibition, % at 7.94 µM | actives 0.42% (n = 360,000) | AID 602123; in the data active = inhibition above about 13%, passing the limit was not always enough;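 also: 0% = enzyme with probe and DMSO and 100% = no enzyme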
Tb MetRS inh: blocks T. brucei methionyl-tRNA synthetase activity | purified T. brucei MetRS, ATP depletion, Kinase-Glo luminescence | inhibition, % at 11.9 µM | actives 0.4% (n = 360,000);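 active = inhibition above a per-plate cutoff of the control wells' mean inhibition plus 3 SD, cut at about 5.5% in these data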;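 also: 0% = DMSO wells median and 100% = median of wells with control inhibitor compound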
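Dosing: 11.9 µM single point; system: parasite MetRS enzyme; technique: luminescence of leftover ATP; times: 15 min enzyme-compound preincubation, 2 h reaction, 10 min detection, 25 °C; replicates: each compound tested once; read-out basis: percent inhibition relative to median high and low control wells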
Scp-1 inhibitor: Scp-1 (human) phosphatase inhibition; actives 0.88% (n = 340,000); inhibition, % at 20 µM; Recombinant Scp1, phosphopeptide, malachite green phosphate absorbance; Q9GZU7;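 active = inhibition above about 50% at 20 µM, limit read from the data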;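 also: plate controls were DMSO wells with enzyme for no effect and wells lacking enzyme for full effect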
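Test system: SCP-1 phosphatase catalytic domain, residues 76-261; measured by: colorimetric phosphate reagent with accelerator and stabiliser, absorbance at 630 nm; timing: enzyme reaction 45 min at room temperature, colour 5 min, stabilisation 30 min; also added: Phosphorylated 17-residue peptide substrate; compound dosing: one concentration, 20 µM, with 1.0% DMSO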
SUMO1-SIM PPI: modulators of human SUMO1-mediated protein-protein interactions; actives 0.33% (n = 360,000); P63165; SUMO1 binding to a labelled peptide, TR-FRET, 1 h; inhibition, % at 20 µM; in the data active = inhibition above about 37%
NRP1-CendR mod: alters CendR peptide binding to human NRP-1; FAM-RPARPAR peptide binding to NRP-1, fluorescence polarization; inhibition, % at 25 µM; actives 0.85% (n = 360,000);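 active = inhibition or corrected inhibition above about 18%, plus a signal ratio from 0.5 to 1.5, limit read from the data, passing the limit was not always enough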; also: strong numbers were not always called active
Target sequence (O14786 whole entry, looked up): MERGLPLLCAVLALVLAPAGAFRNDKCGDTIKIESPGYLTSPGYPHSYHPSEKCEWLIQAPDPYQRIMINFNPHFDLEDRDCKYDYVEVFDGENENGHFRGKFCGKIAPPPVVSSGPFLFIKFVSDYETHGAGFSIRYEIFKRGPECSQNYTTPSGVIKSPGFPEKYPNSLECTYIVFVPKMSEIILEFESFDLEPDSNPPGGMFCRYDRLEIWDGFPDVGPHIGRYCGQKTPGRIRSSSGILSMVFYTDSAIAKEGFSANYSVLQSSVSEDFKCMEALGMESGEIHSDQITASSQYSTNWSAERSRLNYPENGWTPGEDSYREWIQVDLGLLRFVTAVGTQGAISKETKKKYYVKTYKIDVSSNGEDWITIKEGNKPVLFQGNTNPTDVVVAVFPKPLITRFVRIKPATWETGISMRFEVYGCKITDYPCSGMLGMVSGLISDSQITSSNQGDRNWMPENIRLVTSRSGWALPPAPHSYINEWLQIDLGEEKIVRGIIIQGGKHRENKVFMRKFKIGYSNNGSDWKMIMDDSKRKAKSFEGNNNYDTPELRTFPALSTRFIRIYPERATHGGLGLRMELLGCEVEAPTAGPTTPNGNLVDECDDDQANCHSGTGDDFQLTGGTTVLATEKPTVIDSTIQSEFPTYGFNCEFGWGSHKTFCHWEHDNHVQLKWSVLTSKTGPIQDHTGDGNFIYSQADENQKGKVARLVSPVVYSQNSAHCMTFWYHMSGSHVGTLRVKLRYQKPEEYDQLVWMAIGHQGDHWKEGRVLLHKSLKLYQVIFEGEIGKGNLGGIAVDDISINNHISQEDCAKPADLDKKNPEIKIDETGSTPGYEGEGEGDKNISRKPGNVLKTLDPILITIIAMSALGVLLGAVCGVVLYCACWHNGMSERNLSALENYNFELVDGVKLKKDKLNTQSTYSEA
DNMT1 block: inhibitors of human DNMT1. P26358. inhibition (reported as % activation of signal), % at 10 µM. DNMT1 molecular beacon, Hinp1I cleavage, fluorescence. actives 0.83% (n = 360,000); in the data active = inhibition above about 50%
STEP inh: blocks human striatal-enriched tyrosine phosphatase. AID 588621. actives 0.25% (n = 360,000). P54829. inhibition, % at 20 µM. recombinant STEP, OMFP fluorogenic substrate, fluorescence;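 active = inhibition at 20 µM, scaled per plate between control wells, above about 37%, limit read from the data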;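 also: 0% = DMSO with enzyme and substrate and 100% = substrate only without enzyme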
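material = STEP tyrosine phosphatase | reagent = fluorogenic phosphatase substrate OMFP at 25 µM final | doses = single compound dose of 20 µM, 1% DMSO final | schedule = 20 min reaction, room temperature, in the dark | measured by = fluorescence, 480/540 nm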
* = called active by the depositor; i = inactive; x = no result given.

SMILES | MsrA act | LMPTP inh | MsrA inhibitor | eLon inh | Tb MetRS inh | Scp-1 inhibitor | SUMO1-SIM PPI | NRP1-CendR mod | DNMT1 block | STEP inh
Cc1cc2n(n1)C(c1cn(-c3ccccc3)nc1C)Nc1c(C)cccc1-2 (stereo not drawn) | -11 | 1.2 | 0.5 | -3 | -1.5 | -7 | 1 | -4 | 13 | 1
CCc1nc2ccc(C(=O)N3CCN(S(=O)(=O)CC)CC3)cn2c1N(CCC(C)C)CCN(C)C | -2 | -1.1 | 1.5 | 13 | -0.1 | x | -7 | 0 | -2 | 1
Cn1c(=O)c([N+](=O)[O-])c(N2CCSCC2)c2ccccc21 | -2 | -1.2 | -0.9 | 8 | -0.7 | -7 | -8 | 9 | 1 | 0
COc1cccc(NC(=O)NNC(=O)C(C)Oc2ccc3ccccc3c2)c1 (stereo not drawn) | -4 | -0.9 | -0.1 | -12 | -0.3 | -10 | 1 | 10 | -1 | -3
O=Cc1ccc(N2CCCC2)c([N+](=O)[O-])c1 | -4 | 0.0 | 6.7* | 2 | 3.4 | -7 | -17 | 1 | -5 | 0
COc1cc(/C(C)=N/NC(=O)CN2CCN(S(=O)(=O)c3ccc(C)cc3)CC2)ccc1O | -3 | -0.4 | 1.2 | 1 | -0.2 | 6 | 1 | -5 | 0 | 1
C[C@@H]1CCCCO[C@H](CN(C)S(=O)(=O)c2cccs2)[C@@H](C)CN([C@H](C)CO)C(=O)c2cc(NC(=O)C3CCCCC3)ccc2O1 | -2 | -1.2 | -0.5 | -4 | -0.3 | x | 9 | -7 | -4 | -1
CCN(CC)S(=O)(=O)c1ccc(-c2nnc(SCc3nnc(-c4ccccc4)o3)o2)cc1 | 0 | 2.6 | -1.1 | -6 | -0.4 | -4 | 1 | -12 | 11 | -2
Cc1ccsc1C(=O)Nc1ccccc1N1CCCC1 | -5 | -5.5 | -0.1 | -1 | -0.4 | -3 | -15 | -5 | -5 | -3
COC(=O)CN1C(=O)[C@H]2[C@@H](C3CC3)N3C(=O)CN(CCO)C(=O)[C@@]3(Cc3ccccc3)[C@H]2C1=O | -6 | -4.9 | 1.9 | 9 | -0.5 | 40 | 1 | 16 | 6 | -3
CCc1cc(=O)oc2cc(C)c(CN3CCCC(C)C3)c(O)c12 (stereo not drawn) | -1 | 1.7 | 3.4 | -3 | 0.4 | -13 | 27 | -4 | 4 | 0
Brc1ccc(-c2nnc3sc(CNCc4ccc5c(c4)OCO5)cn23)cc1 | -8 | -0.8 | 0.2 | -3 | 33* | -1 | 0 | -4 | 5 | 0
Cc1nc(C)c(Oc2cccc(C(F)(F)F)c2)c(=O)[nH]1 | -4 | -2.5 | -1.8 | 3 | -0.8 | 0 | 1 | -7 | 3 | -2
CC(/C=C/c1ccco1)=N\NC(=O)c1cc(Cl)ccc1O | -4 | 0.1 | 2.1 | -7 | 0.7 | 54* | 36 | -59 | 49 | 2
Cc1ccc(NC2CCCCC2NS(=O)(=O)c2ccccc2)c(C)c1 (stereo not drawn) | -2 | 3.4 | -0.3 | 8 | -0.4 | -3 | -3 | 0 | 0 | 2
COc1c2occc2cc2ccc(=O)oc12 | -7 | 0.1 | -0.1 | 3 | -2.0 | -16 | -5 | 12 | 3 | -4
O=C(CCNC(=O)c1ccco1)Nc1ccc(OC(F)(F)F)cc1 | -6 | 0.4 | 0.1 | -6 | -0.3 | -5 | -1 | -1 | 1 | -2
CN(C)c1ccc(/C=C/c2nc3ccccc3c(=O)n2-c2ccc(C(=O)O)cc2)cc1 | 0 | -0.2 | 2.4 | i | 0.0 | 64* | -56 | 120 | 15 | -40
COc1ccc(/C=N/NC(=S)N[C@H]2CC3CCC2C3)cc1 (stereo partly drawn) | -1 | 2.1 | 1.4 | -5 | 0.3 | -11 | 2 | 0 | 5 | -1
N#CC1=C(N)NC(=S)C(C(N)=O)C1c1ccccc1F (stereo not drawn) | -4 | -2.7 | 0.8 | 11 | -0.7 | -3 | -2 | 6 | -8 | -3
COc1ccccc1N1CCN(/N=C/c2ccc(Cl)c([N+](=O)[O-])c2)CC1 | -7 | 2.1 | 0.2 | -5 | -1.1 | 4 | -9 | 6 | 99* | 4
CCOC(=O)C1=C(CBr)NC(=O)NC1C (stereo not drawn) | -4 | -1.4 | 0.7 | -5 | -0.1 | -6 | -5 | -10 | 2 | -1
O=C(COc1ccc(S(=O)(=O)N2CCOCC2)cc1Cl)NCc1ccc2c(c1)OCO2 | -6 | -0.3 | 1.2 | 0 | 0.1 | x | 0 | 1 | 0 | 0
Cc1cc(C)c(C)c(S(=O)(=O)NCC(=O)NCC2CCCCC2)c1C | -2 | 0.3 | -0.8 | 6 | -0.5 | -4 | 3 | 1 | 1 | -1
Cc1ccc(/C=c2\sc3n(c2=O)CN(c2cccc(Br)c2)CN=3)o1 | -4 | 0.7 | 1.7 | 11 | 0.3 | -5 | -6 | -13 | -1 | 0
S=c1nc[nH]c2c1ncn2-c1ccccc1 | 2 | -1.6 | 0.5 | -1 | -0.2 | -8 | 6 | 6 | -1 | 1
Cc1oc(S(=O)(=O)N2CCCCC2)cc1NC(=O)Nc1ccc(F)cc1 | -2 | -0.8 | 1.0 | -12 | 3.4 | -11 | 6 | 6 | -2 | 4
CCOC(=O)C(=CNc1cc(C)nn1-c1ccc(Cl)cc1)C(=O)OCC | 1 | 2.3 | 1.2 | -10 | 0.0 | -2 | 0 | 4 | 1 | 1
O=S(=O)(NCC1(N2CCOCC2)CCCCC1)c1ccccc1Cl | -12 | 0.3 | -0.9 | -9 | -0.7 | 0 | 9 | -4 | 2 | 1
O=c1[nH]c2ccc(Br)cc2c(-c2ccccc2)c1CN1CCOCC1 | 0 | 1.8 | 1.4 | -4 | 0.8 | -3 | -14 | -12 | 1 | 0

Single records, as listed above. Order of screens: MsrA act, LMPTP inh, MsrA inhibitor, eLon inh, Tb MetRS inh, Scp-1 inhibitor, SUMO1-SIM PPI, NRP1-CendR mod, DNMT1 block, STEP inh
`CCOC(=O)C1=C(CBr)NC(=O)NC1C` (stereo not drawn) as listed: -4, -1.4, 0.7, -5, -0.1, -6, -5, -10, 2, -1
`CCOC(=O)C(=CNc1cc(C)nn1-c1ccc(Cl)cc1)C(=O)OCC` as listed: 1, 2.3, 1.2, -10, 0.0, -2, 0, 4, 1, 1
`Cc1oc(S(=O)(=O)N2CCCCC2)cc1NC(=O)Nc1ccc(F)cc1` as listed: -2, -0.8, 1.0, -12, 3.4, -11, 6, 6, -2, 4

(listing goes on)
SMILES | MsrA act | LMPTP inh | MsrA inhibitor | eLon inh | Tb MetRS inh | Scp-1 inhibitor | SUMO1-SIM PPI | NRP1-CendR mod | DNMT1 block | STEP inh
CCOC(=O)c1cc(-c2cccnc2)nn1-c1ccccc1C | -2 | 0.8 | 0.4 | 11 | -0.3 | -4 | -2 | 13 | 1 | 0
O=C(NCCc1ccccc1)C1CCN(S(=O)(=O)c2cccc3nonc23)CC1 | 1 | -0.9 | 0.4 | -5 | -0.7 | 5 | -25 | 1 | -3 | -1
O=C(c1ccccc1NS(=O)(=O)c1ccc(F)cc1F)N1CCCCC1 | 1 | -1.8 | -0.9 | 1 | -0.1 | -15 | -6 | 14 | 10 | -3
O=C(COc1ccccc1)NCC(=O)NC1CCCCC1 | -1 | -1.6 | 0.9 | 8 | -0.4 | -3 | 0 | 2 | 0 | 1
CC1(C(=O)NCC2CCCCC2)CCN1C(=O)Cc1ccc(-c2ccccc2)cc1 (stereo not drawn) | 1 | 2.1 | 0.8 | -14 | 0.0 | x | 11 | -12 | -11 | 2
Cc1[nH]c(=O)[nH]c(=O)c1Sc1ccccc1[N+](=O)[O-] | 0 | -1.5 | 2.3 | 2 | -0.6 | 14 | -19 | -4 | 1 | 1
CCO[C@H]1OC(C(=O)NCc2ccccc2)=C[C@@H](C(C)(C)C)[C@@H]1CCCO | 0 | -1.0 | 0.5 | -9 | -0.1 | -8 | -2 | 0 | 2 | -3
COCCCn1c(SCc2nnc(-c3ccc(OC)c(OC)c3)o2)nc2ccccc2c1=O | -14 | 0.7 | 0.8 | -16 | -1.4 | -8 | 5 | 13 | 6 | -5
CCOC(=O)N(C)c1c(CC)nc2c(OCc3ccccc3)cccn12 | -2 | -1.1 | -0.1 | 4 | -0.3 | x | 1 | 2 | 0 | 0
CNC(=O)NC(=O)C(C)Oc1ccccc1F (stereo not drawn) | -8 | 0.3 | 0.0 | -5 | -0.3 | -3 | 0 | -2 | 2 | -5
O=c1[nH][nH]c(-c2ccccc2O)c1C(C[N+](=O)[O-])c1cccc(Cl)c1 (stereo not drawn) | -3 | -0.6 | 1.3 | 5 | -0.8 | -10 | 1 | -3 | -4 | 1
CCC(Sc1nc2ccccc2[nH]1)C(=O)Nc1ccc(NC(C)=O)cc1 (stereo not drawn) | -1 | -2.0 | -0.1 | 0 | 0.6 | -11 | -3 | -3 | 1 | 0
C[C@H](CO)N1C[C@H](C)[C@@H](CN(C)C(=O)c2ccc(F)cc2)Oc2cc(Br)ccc2S1(=O)=O | -2 | -1.0 | -0.7 | -2 | -0.7 | x | 1 | -23 | 2 | 1
Cc1ccc(C(=C2C3C=CC2C2C(=O)NC(=O)C32)c2ccc(C)cc2)cc1 (stereo not drawn) | 3 | 1.8 | x | 2 | 0.3 | -9 | 2 | 3 | 0 | -1
COc1ccc(CN2CCNC(=O)C2CC(=O)NC2CC(C)(C)CC(C)(C)C2)cc1OC (stereo not drawn) | -3 | -11 | 2.3 | -9 | 0.1 | -5 | 1 | -7 | -6 | -4
O=C1CC(c2cccc(Cl)c2)CC(O)=C1C=Nc1ccccc1 (stereo not drawn) | -2 | -0.1 | -0.5 | -10 | 0.5 | -13 | -3 | -5 | -1 | 14
Cn1cc(S(=O)(=O)NCc2ccc(Cl)cc2)c(=O)n(C)c1=O | -2 | -1.2 | 0.3 | -12 | -0.8 | -6 | -2 | 1 | 4 | 16
CCOC(=O)c1ccc(NC(=O)c2nc[nH]c2C(=O)N2CCc3ccccc3C2)cc1 | -2 | 1.9 | 0.5 | 0 | -0.3 | -6 | 2 | 6 | -10 | 0
COc1ccc(N=Nc2ccc(O)c(P(=O)(c3ccccc3)c3ccccc3)c2)cc1 | -1 | 1.0 | -0.7 | 8 | -0.6 | -11 | 8 | 6 | 2 | 1
O=C(c1cnccn1)N(c1ccccc1)C1(C(=O)NC2CCCCC2)CCCCC1 | -1 | 1.7 | -1.7 | 4 | -0.5 | -2 | -2 | 9 | 2 | -1
CSc1nccc(-c2c(-c3ccc(Cl)cc3)noc2C)n1 | -3 | 1.8 | -1.0 | 12 | -0.8 | -5 | 4 | -2 | 2 | 0

2 entries from above in another layout:
Value order: MsrA act | LMPTP inh | MsrA inhibitor | eLon inh | Tb MetRS inh | Scp-1 inhibitor | SUMO1-SIM PPI | NRP1-CendR mod | DNMT1 block | STEP inh
CCOC(=O)c1ccc(NC(=O)c2nc[nH]c2C(=O)N2CCc3ccccc3C2)cc1
    -2 | 1.9 | 0.5 | 0 | -0.3 | -6 | 2 | 6 | -10 | 0
COc1ccc(N=Nc2ccc(O)c(P(=O)(c3ccccc3)c3ccccc3)c2)cc1
    -1 | 1.0 | -0.7 | 8 | -0.6 | -11 | 8 | 6 | 2 | 1
